bCat nuc transl – modulators of beta-catenin nuclear translocation, primary screen, imaging, HeLa cells, immunofluorescence, high-content. nuclear translocation activity, % at 5 µM. actives 0.3% (n = 190,000);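 active = nuclear translocation activity above 50% at 5 µM, with a well cell count of 50 or more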;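 also: per-cell ratio of nuclear to cytoplasmic median beta-catenin stain intensity; plate controls were DMSO negative control for no effect and GSK-3 inhibitor IX positive control for full effect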
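Read-out: Nuclear/cytoplasmic beta-catenin signal ratio, % activation | Assay system: Human HeLa cell line | Times: 24 h compound exposure at 37°C, 5% CO2 | Signal: Fluorescence imaging of beta-catenin antibody stain plus DAPI | Dosing: 5 µM primary, 0.02–20 µM confirmation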
CSM14.1 death rescue – rescue of cells from ER stress-induced death, primary screen, 384-well, CSM14.1, thapsigargin, ATP luminescence (AID 1222); CSM14.1 thapsigargin-induced death rescue, ATP luminescence; higher % means a stronger effect; one-dose cellular ATP content (survival), % at 20 µM; EC50 in µM for titrated hits; 190,000 tested, under 10 active;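 active = EC50 below 50 µM in the dose-response confirmation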;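 also: death triggered by thapsigargin at about 15 µM added after 2 h compound pretreatment; cell ATP read after overnight thapsigargin exposure of roughly 18 to 22 hours; normalized against plate controls of thapsigargin alone and 5% DMSO vehicle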
Dynein transport – inhibitors of GR-EGFP nuclear translocation, primary screen, dynein cargo transport inhibitor project, imaging, high-content, 3617.4 mouse cells. test concentration mostly 20 µM; stimulated with dexamethasone, 1 µM; active compounds read low. z-score, hits read low. actives 0.47% (n = 220,000). AID 1381, 2008;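 active = plate z-score of nuclear minus cytoplasmic receptor signal below a set negative limit, without overly bright fluorescence or cell loss, cut at about -3.5 in these data, passing the limit was not always enough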;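 also: z-score of nuclear minus cytoplasmic ring GR-EGFP intensity difference per well; some compounds called inactive have numbers as strong as hits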
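Also added – dexamethasone, 1.0 µM final · Buffer or medium – tet-free, stripped-serum medium · Schedule – induction 48 h, compound 1 h, agonist 30 min · Detection – formaldehyde fixation, Hoechst nuclear stain, 10x automated fluorescence imaging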
Salmonella PhoP GFP – inhibitors of PhoP regulon expression, primary screen, Salmonella Typhimurium, GFP reporter (AID 1863) | inhibition, % at 50 µM; hits with a dose series show IC50 in µM | actives 0.16% (n = 300,000) | S. Typhimurium PhoP-regulated promoter GFP reporter, 4 h; higher % means a stronger effect;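 active = inhibition over 29.93%, a cutoff 3 SD above the screen mean, later confirmed by dose response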;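 also: 0% = low Mg2+ inducing control and 100% = high Mg2+ repressing control; strong numbers were not always called active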
Insulin prom up – insulin promoter activators in MIN6 cells, imaging, high-content screening, mouse beta cells | MIN6 insulin promoter-GFP reporter; active compounds read high | z-score at 5 µM | actives 0.3% (n = 190,000) | AID 1625, 2009;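 active = z-score above 3 at 5 µM with at least 500 cells counted in the well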
Hep lipid drop – inhibitors of hepatocyte lipid droplet formation, primary screen, imaging, high-throughput imaging, BODIPY stain. AML12 mouse hepatocytes, oleate lipid droplets. inhibition, % at 6.5 µM. actives 0.4% (n = 240,000);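 active = lipid droplet intensity inhibited by at least 50%, with more than 500 cells counted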
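Material – mouse AML12 hepatocyte cell line, fixed after treatment · Compound dosing – one dose, 6.5 µM compound · Times – compound with oleate, overnight · Measured by – Image-based BODIPY and DAPI two-channel analysis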
MT stabilize HCS – microtubule stabilizers in HeLa cells, primary screen, imaging, high-content imaging; HeLa tubulin immunostaining HCS, 24 h; share of cells brighter than vehicle mean+2SD; % tubulin-high responders, % at 10 µM; actives 0.83% (n = 200,000); AID 2205, 2009;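 active = plate Z-score above 3 for both tubulin-high and condensed-nucleus cell shares, with cell loss under 80%, at 10 µM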;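 also: anti alpha tubulin signal scored within the nucleus-defined area of each cell; some results filed as inactive read as strong as hits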
Autophagy HCS – autophagy modulators in MEF cells, primary screen, imaging, high-content, MEF GFP-LC3; MEF GFP-LC3 puncta imaging; test concentration mostly 10 µM; calls only at 10 µM (by protocol); actives 0.98% (n = 190,000); AID 463193, 2010;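 active = percentage of spot-positive cells more than 3 SD above its plate mean, without a fluorescence outlier flag or 80% toxicity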;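 also: spot-positive cell cutoff set from DMSO-treated cells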
T cell HTS – modulators of CD8 T cell-vesicle binding, primary screen, mouse 2C CD8+ T cells, flow cytometry. 2C CD8+ T cell-vesicle binding; active compounds read low. calls only at 7 µM. actives 0.068% (n = 330,000). AID 2052, 2009;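 active = response, share of CD8 T cells binding vesicles, and their 90th percentile fluorescence all below set limits, cut at about 80% in these data, passing the limit was not always enough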
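Benchmarks: naked versus QL9-loaded vesicles / Assay system: purified 2C TCR transgenic mouse naive CD8+ T cells / Technique: high-throughput flow cytometry with anti-B7-1 and anti-CD8 staining / Timing: Cell–vesicle co-incubation 1.5 h at 37 °C, staining 20 min on ice / Read-out: percent CD8+ FL2 mean versus row control / Probe or stimulus: QL9-loaded Drosophila micro-vesicles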
Dynein transport cytoplasmic EGFP – recorded beside Dynein transport, whose call it bears; z-score; measured here: cytoplasmic GR-EGFP intensity; active compounds read high
Dynein transport nuclear GR-EGFP – also measured in Dynein transport; calls as there; z-score; measured here: nuclear GR-EGFP intensity;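 lower value marks the stronger effect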
Dynein transport cell count – further read-out of Dynein transport, marked with its call; z-score; measured here: cell count per field
Insulin prom up cell count – also measured in Insulin prom up; calls as there; cell count; measured here: cytotoxicity, nuclei count;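 total cells summed across four imaged fields per well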
Hep lipid drop cells 6.5 µM – recorded beside Hep lipid drop, whose call it bears; cell count; measured here: cell count, cytotoxicity flag;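 cells counted across two imaged fields per well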
bCat nuc transl cell count 5 µM – also measured in bCat nuc transl; calls as there; cell count; measured here: cell count, cytotoxicity flag
T cell HTS vesicle-bound % – recorded beside T cell HTS, whose call it bears; double positive events, %; measured here: CD8+ vesicle-bound cell fraction;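 binding gate set so that unloaded-vesicle control wells show 10% double positive cells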
MT stabilize HCS Hoechst-high % – also measured in MT stabilize HCS; calls as there; % Hoechst-high responders; measured here: nuclear condensation Hoechst responders;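 share of cells brighter than vehicle mean plus two SD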
MT stabilize HCS cytotoxicity % – recorded beside MT stabilize HCS, whose call it bears; toxicity, %; measured here: cytotoxicity by cell density;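 0% = mean cell density of plate MIN control wells and 100% = no cells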
Autophagy HCS cell loss 18 h – also measured in Autophagy HCS; calls as there; toxicity, %; measured here: cell loss, nuclei count;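 cell loss after 18 h compound exposure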
An asterisk follows results filed as active; i = inactive; . = not tested or not shown.

Start of the data: the first two compounds, to show the layout:
SMILES,bCat nuc transl,bCat nuc transl cell count 5 µM,CSM14.1 death rescue,Dynein transport,Dynein transport cytoplasmic EGFP,Dynein transport nuclear GR-EGFP,Dynein transport cell count,Salmonella PhoP GFP,Insulin prom up,Insulin prom up cell count,Hep lipid drop,Hep lipid drop cells 6.5 µM,MT stabilize HCS,MT stabilize HCS Hoechst-high %,MT stabilize HCS cytotoxicity %,Autophagy HCS,Autophagy HCS cell loss 18 h,T cell HTS,T cell HTS vesicle-bound %
Cc1ccc(C2CC(=O)C=C(NCc3ccccc3)C2)cc1 (stereo unspecified),17.5,956,.,-1.12,-0.227,0.0515,-0.526,-6.7%,-1.23,912,1.1,759,.,.,.,.,.,i,28.6
COc1ccc(CCNC(=O)C2CC(c3cccc([N+](=O)[O-])c3)=NO2)cc1 (stereo unspecified),-2.2,898,-0.3%,-1.17,-0.21,-0.277,1.43,-2.2%,0.15,1412,.,.,2.8,2.0,10.5,i,-23.6,i,46.8

Main list, from the first entry:
SMILES,bCat nuc transl,bCat nuc transl cell count 5 µM,CSM14.1 death rescue,Dynein transport,Dynein transport cytoplasmic EGFP,Dynein transport nuclear GR-EGFP,Dynein transport cell count,Salmonella PhoP GFP,Insulin prom up,Insulin prom up cell count,Hep lipid drop,Hep lipid drop cells 6.5 µM,MT stabilize HCS,MT stabilize HCS Hoechst-high %,MT stabilize HCS cytotoxicity %,Autophagy HCS,Autophagy HCS cell loss 18 h,T cell HTS,T cell HTS vesicle-bound %
Cc1ccc(C2CC(=O)C=C(NCc3ccccc3)C2)cc1 (stereo unspecified),17.5,956,.,-1.12,-0.227,0.0515,-0.526,-6.7%,-1.23,912,1.1,759,.,.,.,.,.,i,28.6
COc1ccc(CCNC(=O)C2CC(c3cccc([N+](=O)[O-])c3)=NO2)cc1 (stereo unspecified),-2.2,898,-0.3%,-1.17,-0.21,-0.277,1.43,-2.2%,0.15,1412,.,.,2.8,2.0,10.5,i,-23.6,i,46.8
CCCNC(=O)c1c(N)n(-c2ccc(S(N)(=O)=O)cc2)c2nc3ccccc3nc12,-0.5,1067,-3.9%,-0.518,-0.221,-0.373,-0.211,12.3%,-0.14,1821,28.5,701,3.5,2.3,6.5,i,24.5,i,54.5
N#Cc1c(Cl)nsc1NN,-0.1,1087,2.2%,-0.805,-0.183,-0.114,1.23,-5.5%,0.19,1246,29.4,672,8.1,2.8,8.6,i,18.5,i,50.5
COC(=O)c1sc(NC(=S)NC(=O)c2cccc(C)c2)nc1C,-2.0,956,-3.3%,-0.418,-0.186,-0.326,0.326,13.3%,0.12,1267,-23.2,636,2.6,1.9,1.2,i,6.8,i,30.3
Cc1ccc(Cl)cc1Nc1nc(-c2sc(NC(=O)c3ccccc3)nc2C)cs1,.,.,-0.7%,-0.357,-0.245,-0.801,2,-9.0%,.,.,.,.,11.1,3.6,7.6,i,0.1,i,11.9
COc1ccc2cc(C(=O)NCC(=O)O)sc(=O)c2c1OC,0.6,1302,-1.0%,-0.543,-0.134,-0.478,0.256,-7.2%,-0.74,1603,.,.,3.0,1.3,6.9,i,-6.0,.,.
COCCn1cnc2c(c1=O)c1nc3ccccc3nc1n2/N=C/c1ccc(OC)c(OC)c1,-4.8,1179,.,-0.401,-0.217,-0.252,0.362,-5.9%,-0.55,1063,52.6*,691*,.,.,.,.,.,i,59.2
CC(=O)Nc1ccc(NC(=O)c2nc(-c3ccccc3)oc2C)cc1,3.1,882,2.6%,0.972,-0.194,0.39,-0.537,-1.4%,0.1,1259,-0.5,679,1.3,2.5,8.1,i,8.1,i,64.0
Cc1ccc(OCC(=O)Nc2ccc(S(=O)(=O)Nc3onc(C)c3C)cc2)cc1,-1.3,1329,-0.5%,-0.24,-0.491,-0.341,1.16,-3.3%,-0.39,1735,.,.,3.0,1.9,8.1,i,15.9,i,23.5
CNC(=O)c1sccc1Oc1ccc(F)cc1[N+](=O)[O-],-1.4,1041,-1.1%,-0.687,-0.118,-0.507,0.445,-4.7%,-0.09,1260,2.5,719,4.1,2.3,5.3,i,-0.5,i,43.8
COc1ccc(CNC(=O)CN(c2ccccc2)S(=O)(=O)c2ccccc2[N+](=O)[O-])cc1,0.8,1023,3.1%,-0.327,-0.378,-0.11,1.53,-0.3%,.,.,-15.2,637,2.2,1.8,1.5,i,-4.7,i,11.4
CCC(=O)Nc1ccc(NC(=O)c2ccco2)c(OC)c1,-2.9,1206,-0.5%,-1.34,-0.233,-0.582,-0.501,7.9%,0.82,1316,6.6,782,0.8,1.7,5.9,i,1.3,i,35.4
NC1=NN(c2cccc(C(=O)O)c2)C(=O)C1,0.9,958,-1.9%,-0.291,-0.246,-0.391,0.26,-10.1%,-0.07,1275,-2.5,668,1.4,2.9,7.5,i,9.8,i,46.1
O=C(NCCSc1c[nH]c2ccccc12)C1CC1,2.4,1128,.,0.413,-0.033,0.336,-0.138,-5.9%,0.13,1714,14.2,704,4.2,2.2,5.9,i,6.9,i,25.2
NC(=O)c1sc2nc(-c3cccnc3)ccc2c1N,1.5,1237,.,0.453,-0.223,0.726,-0.221,1.0%,0.04,974,3.5,695,.,.,.,.,.,i,12.7
CCNC(=S)N/N=C/c1cccc(/C=N/NC(=S)NCC)c1,0.4,874,-1.2%,0.497,-0.269,0.943,-0.801,0.6%,-0.89,1998,5.4,676,2.9,2.5,6.0,i,5.5,i,27.2
CCc1ccc(-c2nc(CSCC(=O)NCCCN3CCCC3=O)c(C)o2)cc1,.,.,1.8%,-0.907,-0.168,-0.106,0.423,-5.1%,.,.,.,.,8.4,2.7,12.9,i,-8.3,i,30.4
Cc1ccc(N(C(C)C(=O)Nc2ccc(S(=O)(=O)N3CCOCC3)cc2)S(C)(=O)=O)cc1 (stereo unspecified),-0.7,1034,1.2%,0.0824,-0.226,-0.0804,0.823,-3.8%,.,.,14.7,694,1.1,2.1,4.0,i,4.1,i,54.8
O=C(Cn1cc(C(=O)c2ccco2)c2ccccc21)NCc1ccco1,-1.4,1181,0.4%,-1.29,-0.169,-1.36,0.428,10.4%,-0.34,1507,.,.,4.2,1.9,6.0,i,-4.4,i,29.0
CCN1C(=O)/C(=C\C=C2/C=CC=CN2CC)SC1=S,-0.2,468,-0.7%,-0.335,-0.289,-0.358,0.714,-6.7%,0.15,1254,-23.7,736,3.1,2.3,6.5,i,0.4,i,49.2
COc1ccccc1NC(=O)C(C)Nc1ccc(C)c(Cl)c1 (stereo unspecified),-0.6,1086,-1.1%,-0.66,-0.356,-0.31,0.924,4.3%,.,.,14.2,745,2.6,2.5,1.2,i,2.8,i,11.7
Cc1ccc(-c2csc3ncnc(Nc4ccc(C(=O)O)cc4)c23)cc1,1.4,1260,.,-0.958,-0.242,0.0725,0.91,.,-1.04,1184,1.4,686,.,.,.,.,.,i,11.1
COc1ccccc1OCC(=O)c1[nH]c(C)c(C(C)=O)c1C,.,.,-2.4%,-0.334,-0.212,-0.228,0.623,19.9%,.,.,.,.,1.6,2.0,6.7,i,-14.6,i,19.3
CCC1CCCCN1C(=O)c1ccccc1OC1CCN(S(C)(=O)=O)CC1 (stereo unspecified),1.2,1048,-1.0%,-0.209,-0.258,0.00132,0.13,4.6%,-0.27,1424,-6.1,710,2.7,1.0,0.6,i,-10.0,i,35.5
O=C(CCn1nc(-c2ccccc2)c2ccccc2c1=O)NN1CCOCC1,-5.6,1172,-0.4%,0.389,-0.155,0.411,-0.394,-0.8%,-0.42,1656,0.8,687,2.5,1.3,1.7,i,-22.8,i,48.8
COc1cc(/C=C2/NC(=O)NC2=O)cc(Br)c1OCc1ccc(C(=O)O)cc1,0.3,1087,0.5%,-0.0672,-0.299,-0.194,1.01,-7.9%,-0.46,1318,15.6,718,2.2,1.5,4.5,i,7.5,i,46.7
CCCNS(=O)(=O)c1ccc2c(c1)n(C)c(=O)n2C,0.7,945,2.2%,-0.352,-0.356,0.0685,1.26,-0.3%,-0.18,1439,6.7,756,1.9,1.1,3.8,i,12.9,i,53.0

Source: PubChem (several laboratories)
